# SMARCA2 activ – activators of SMARCA2 function; MG213 cells, MMTV-luciferase reporter, dexamethasone, overnight; 1% of 370,000 active; activation, % at 9.1 µM; in the data active means activation above about 7.8%;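 further: 0% = vehicle wells and 100% = reference activator wells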
# hcDAF-12 act – activates DAF-12 receptor from parasite H. contortus; HEK293 hcDAF-12 lit1-tk-luc reporter, luminescence; 0% DMSO, 100% Δ7-dafachronic acid; 1.4% of 370,000 active; activation, % at 6.8 µM;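 active means activation above the mean of all tested compounds plus 3 SD, cut at about 5.5% in these data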;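 further: 100% = response to 3 µM Δ7-dafachronic acid high control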
# NR1D1 modulator – modulators of human Rev-erb alpha DNA binding; P20393; Rev-erbα–FITC-DNA binding, fluorescence polarization, 90 min; activity, % at 10 µM; 0.79% of 370,000 active;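 active means activity above about 14%, limit read from the data; passing the limit was not always enough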;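 further: 0% = DMSO wells with 35 nM protein and 100% = DMSO wells with 750 nM protein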
# PLC-beta3 inh – PLC-beta3 (human) inhibition, primary screen. Q01970. Purified PLC-beta3, fluorogenic substrate, fluorescence. inhibition, % at 12.2 µM. 0.18% of 370,000 active. AID 720704; in the data active means inhibition above about 11%;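 further: 0% = median of compound wells on plate and 100% = full blocker control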
# DAX1 inh-1 – inhibits human nuclear receptor DAX1 | P51843 | HEK293 Gal4-DAX1 luciferase reporter, luminescence | inhibition, % at 6.75 µM | 0.99% of 340,000 active | AID 504766;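 active means inhibition above the mean over all tested compounds plus 3 SD, cut at about 4.2% in these data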;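 further: 0% = DAX1-transfected cells with DMSO and 100% = empty-vector control cells with DMSO; inhibition shows as a rise in luminescence from relieved DAX1 repression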
# Target sequence (P51843 207-470 limits assumed): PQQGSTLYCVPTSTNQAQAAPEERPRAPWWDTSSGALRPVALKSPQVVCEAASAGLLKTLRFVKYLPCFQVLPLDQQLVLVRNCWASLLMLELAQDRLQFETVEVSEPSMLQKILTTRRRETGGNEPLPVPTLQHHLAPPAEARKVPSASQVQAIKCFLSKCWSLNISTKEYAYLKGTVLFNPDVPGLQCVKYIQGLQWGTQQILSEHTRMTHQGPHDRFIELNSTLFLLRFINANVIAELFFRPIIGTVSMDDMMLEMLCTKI
# MBD2 inh – inhibitors of human MBD2 binding to methylated oligonucleotide; inhibition, % at 4.4 µM; 0.31% of 370,000 active; Q9UBB5; TR-FRET; in the data active means inhibition above about 13%
# PLC-gamma1 inh – blocks human PLC-gamma1 enzyme activity. purified PLC-gamma1, fluorogenic substrate, fluorescence. 0.84% of 370,000 active. AID 720700. inhibition, % at 12.2 µM; in the data active means inhibition above about 9.5%
# hgDAF12 agonist – agonists of H. glycines DAF-12 nuclear receptor; HEK293 GAL4-hgDAF12 UAS-luciferase reporter, agonist luminescence; normalized to butyrate control; activation, % at 6.8 µM; 1.8% of 370,000 active; AID 687014;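 active means activation above a cutoff set at the mean of all screened compounds plus 3 SD, cut at about 10% in these data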;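 further: 0% = DMSO wells and 100% = sodium butyrate wells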
# ssDAF12 agonist – activators of S. stercoralis DAF-12 nuclear receptor. activation, % at 6.8 µM. AID 652126. 1% of 370,000 active. HEK293 ssDAF-12/GRIP1 lit1-tk-luc reporter, luminescence; % of 3 µM dafachronic acid response;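 active means activation above the mean over all tested compounds plus 3 SD, cut at about 0.9% in these data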;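 further: 0% = DMSO-only wells and 100% = 3 µM delta7-dafachronic acid wells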
# DAX1 inh-2 – DAX1 (NR0B1) inhibition, primary screen. inhibition, % at 6.8 µM. HEK293T StAR-luciferase reporter, SF-1/DAX-1 repression relief. AID 652010. 1.1% of 370,000 active;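 active means inhibition above the mean over all tested compounds plus 3 SD, cut at about 3.6% in these data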;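 further: 0% = DAX-1 cells with DMSO and 100% = cells lacking DAX-1 with DMSO; higher inhibition means more luminescence from relief of DAX-1 repression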
# ADAM17 inh – inhibitors of human ADAM17. AID 720648. 0.83% of 370,000 active. inhibition, % at 6.95 µM. P78536. recombinant ADAM17, EDANS/DABCYL FRET peptide cleavage;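 active means inhibition above the mean of compounds lying between control limits plus 3 SD, set per campaign, cut at about 8.5% in these data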;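 further: 0% = DMSO-only wells as the low control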
# Target sequence (P78536 215-824 limits assumed): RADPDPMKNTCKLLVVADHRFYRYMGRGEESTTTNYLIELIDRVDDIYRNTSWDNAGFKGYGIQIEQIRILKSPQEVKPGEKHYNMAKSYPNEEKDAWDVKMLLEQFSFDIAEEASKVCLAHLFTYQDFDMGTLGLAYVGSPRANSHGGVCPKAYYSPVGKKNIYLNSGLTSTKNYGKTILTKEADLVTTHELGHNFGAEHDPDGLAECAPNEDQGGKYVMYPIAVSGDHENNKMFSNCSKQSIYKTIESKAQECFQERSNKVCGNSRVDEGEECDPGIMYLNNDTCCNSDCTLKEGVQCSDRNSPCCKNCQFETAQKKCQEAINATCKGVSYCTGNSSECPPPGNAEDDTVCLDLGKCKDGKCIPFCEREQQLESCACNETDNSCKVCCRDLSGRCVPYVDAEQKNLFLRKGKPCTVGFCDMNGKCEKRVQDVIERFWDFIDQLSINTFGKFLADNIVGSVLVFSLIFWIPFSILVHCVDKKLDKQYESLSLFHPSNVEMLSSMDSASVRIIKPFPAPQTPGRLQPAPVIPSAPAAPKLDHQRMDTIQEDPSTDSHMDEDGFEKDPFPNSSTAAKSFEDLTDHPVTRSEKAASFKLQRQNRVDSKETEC
# * hit, by the source's call; · = not tested or not shown.
SMILES,SMARCA2 activ,hcDAF-12 act,NR1D1 modulator,PLC-beta3 inh,DAX1 inh-1,MBD2 inh,PLC-gamma1 inh,hgDAF12 agonist,ssDAF12 agonist,DAX1 inh-2,ADAM17 inh
Cc1ccc(S(=O)(=O)N2CCC(C(=O)N[C@H](C(=O)NCc3ccco3)C(C)C)CC2)cc1,6,0.1,0,0,-1.8,5,3,-1.2,-1.2,0.7,0
CCNc1nc(N)c(C(=O)C23CC4CC(CC(C4)C2)C3)s1,-4,-2.5,-3,-2,1.1,0,2,-1.6,-1.4,0.2,-2
CCn1nnnc1SCC(=O)c1cc(Cl)ccc1OC,-1,-1.3,-1,-2,3.2,0,1,-2.3,-1.2,0.0,0
CCNC(=O)C1(C)CCN(C(=O)c2cc(F)cc(F)c2)C1 (stereo not given),-3,1.2,-1,0,·,5,3,-2.5,-1.4,-0.4,-5
CCc1cc(=O)oc2cc(OCC(=O)NCCCN3CCCC3=O)c(Cl)cc12,-3,0.0,-1,-9,1.3,1,-3,-1.1,-1.2,-1.5,-16
COc1ccccc1NC(=O)CSc1nc2c(oc3ccccc32)c(=O)n1C,-4,-0.5,-5,-4,0.6,1,0,1.0,-0.9,1.0,-1
Cc1ccc2c3c(c(SCC(=O)Nc4nonc4C)nc2c1)CCCC3,3,-1.0,26*,2,1.1,-5,0,11*,-0.9,-0.4,-34
CCCCCCn1c(=O)n2n(c1=O)[C@@H]1CN(S(=O)(=O)c3ccc(C)cc3)C[C@]1(O)[C@@H](OC(=O)NC1CC1)C2,-2,-1.7,-7,0,0.2,2,4,1.1,-1.4,-0.5,1
COc1cccc(/C=N/NC(=O)CNC(=O)c2ccncc2)c1O,-2,0.1,-1,-25,-0.6,4,-13,-0.3,-1.5,-1.4,-6
Cc1ccc(NC(=O)CNC(c2ccccc2)c2ccccc2)c(F)c1,0,-0.9,-4,4,2.2,-6,3,1.2,-1.2,-0.7,8
COc1ccc(-c2nn(-c3ccccc3)cc2C(=O)Nc2cccc(S(=O)(=O)NC3=NCCC3)c2)cc1,-3,-3.9,1,-4,-0.4,1,6,-3.5,-1.8,-4.2,2
O=C(Cc1cccs1)Nc1nc2c(ccc3ccccc32)s1,0,5.5,4,-3,-0.3,2,-1,-0.5,0.4,0.3,-1
CCOc1ccc(C(=O)N(c2ccccn2)C2CCCCC2)cc1,-3,-1.1,-3,-7,-1.2,3,0,-0.9,-1.8,-0.1,1
CN(C)C1(CNC(=O)C2CCN(S(=O)(=O)c3ccccc3C(F)(F)F)CC2)CCCCC1,-4,-1.1,1,-6,0.7,-4,0,0.2,-1.3,0.3,-5
COc1ccccc1OCCC(=O)NNC(=O)c1ccccc1F,-2,0.4,3,-3,1.6,-5,-1,-2.4,-0.7,0.1,-1
C/C(C=Nn1c(-c2ccc(F)cc2)n[nH]c1=S)=C/c1ccco1,3,1.0,6,-16,·,-2,-7,-2.9,-0.1,0.4,-1
CCc1cc2ccc(OC)cc2nc1SCC(=O)Nc1cc(C)on1,-1,-0.4,75*,0,-0.8,3,2,-0.3,-1.5,-0.2,-3
O=C(Nc1c(-c2ccccc2)[nH][nH]c1=O)c1ccco1,0,-0.8,-1,-3,·,1,-1,-1.8,-1.4,-2.2,-6
COc1ccc(CN(C2CC2)S(=O)(=O)c2ccccc2Br)cc1,-7,-1.5,2,2,-1.6,-4,1,-4.1,-1.9,-2.7,6
CCCC(=O)N1CC(=O)Nc2ccc(C)cc2C1c1ccccc1 (stereo not given),-2,-0.3,2,-6,-0.2,0,3,-1.6,-0.7,-0.3,-3
Cc1ccc(S(=O)(=O)Nc2cccc3c2O[C@H](CN(C)Cc2ccccc2)[C@@H](C)CN([C@H](C)CO)C3=O)cc1,-1,-0.8,-3,2,-0.5,-1,1,1.0,-1.4,-0.2,-3
Cc1nc(NC(=O)C(C)Oc2cccc(Cl)c2)sc1C(=O)N(C)C (stereo not given),-2,-2.5,-1,1,-0.1,-6,0,0.4,-0.9,-0.5,0
O=C(CCNC(=O)c1ccco1)Nc1ccccc1,0,0.0,4,-4,1.1,0,-1,1.0,-1.3,0.3,0
C=CCNC1=C(Cl)C(=O)N(Cc2ccccc2)C1=O,-1,-0.8,1,-69,0.2,-3,-42,-2.1,-0.7,0.0,-3
O=C(O)c1cc(S(=O)(=O)N2CCN(c3ccccn3)CC2)ccc1Cl,1,0.4,-6,-6,0.0,3,-2,3.1,-1.0,0.8,0
CC(C)(C)C(=O)/C=c1\[nH]c(=O)/c(=C\c2ccc(C#N)cc2)s1,0,-2.3,-3,-4,0.1,3,-5,0.0,-1.1,-1.0,-4
Cc1noc(-c2ccccc2)c1NC(=O)Nc1ccc(Cl)cc1,2,-1.8,-8,-1,0.1,4,6,-3.7,-2.2,-0.2,4
CN1CCN(c2ccc(NC(=O)COc3cccc4ccccc34)cc2)CC1,-2,3.3,-5,-5,-0.3,0,2,1.9,-0.5,-0.6,-1
Cc1ccc2c(Cl)cc(Cl)c(OCC(=O)N3CCCC3)c2n1,0,-1.2,1,-6,0.2,1,1,0.7,-1.9,-0.4,-2
S=c1[nH]nc(C2CCCCC2)n1/N=C/c1ccco1,-3,-0.6,1,3,1.6,-6,-2,4.0,-0.8,0.0,1
O=C(CCn1cnc2ccccc21)N/N=C/C=C/c1ccccc1,-2,1.6,7,-5,·,7,2,-0.7,-1.3,-0.1,-3
COC(=O)c1ccc(NC(=O)Cn2nnc3ccccc32)cc1,2,3.2,-2,2,1.5,1,3,10,-0.3,-0.4,2
Oc1ccc(N=Nc2ccccc2)o1,7,0.4,7,-2,-2.2,1,3,0.2,4.4*,0.0,0
O=C(NNCc1ccccc1)c1ccccc1,1,2.8,-1,-2,3.1,-5,-5,16*,0.6,6.1*,-3
CCN(CC(=O)Nc1ccc(OC)cc1)C(=O)Cc1ccc(OC)c(S(=O)(=O)N2CCOCC2)c1,1,-1.4,-3,-7,1.4,1,4,-0.8,-0.6,-1.6,-1
NS(=O)(=O)c1ccc(NC(=O)c2cc(-c3cc(Cl)ccc3O)n[nH]2)cc1,3,-1.3,5,-4,-1.5,2,4,-2.3,-1.0,0.3,-2
CCN(C(=O)COc1ccc(C)cc1OC)c1cccc2ccccc12,-3,-0.6,1,2,1.7,0,0,-1.0,-1.4,-0.8,-2
COc1ccc(C(=O)NCC(c2ccco2)N2CCc3ccccc32)cc1OC (stereo not given),-1,-1.7,-1,-8,-0.2,1,2,-0.5,-1.3,-0.1,-1
CN(C(=O)COC(=O)c1ccc2c(c1)OCCO2)C1CCCCC1,2,-0.6,0,1,-0.6,1,2,3.6,-1.3,-0.7,0
COCCn1c(C)cc2c(c1=O)C(c1ccccc1F)C(C#N)=C(N)O2 (stereo not given),-2,-1.8,0,-48,-0.3,4,-34,-2.6,-1.7,-0.1,-16
O=C1NC[C@H](Cc2ccccc2)N(C[C@@H]2CCCN2C[C@H](Cc2ccccc2)N2C[C@H](Cc3ccccc3)N(CCc3ccccc3)C(=O)C2=O)C1=O,-2,-0.7,6,-4,·,2,-2,0.2,-0.3,1.6,1
CC(=O)Nc1cccc(OCC(O)Cn2c(C)nc3ccccc32)c1 (stereo not given),-2,0.8,-1,2,0.0,5,-1,-2.9,-0.4,-1.5,-5
COc1ccc(Cl)cc1C(=O)NNC(=O)c1cccs1,12*,1.6,0,1,2.9,0,1,8.9,0.0,2.7,2
CC(C)CN1C(=O)C(=Nc2cccnc2)c2ccccc21,-4,-0.3,-2,-2,2.0,-7,0,1.3,-1.2,1.3,5
Cc1cc(C(=O)Nc2ccc(Cl)c(S(=O)(=O)N3CCOCC3)c2)c2ccccc2n1,-3,-0.1,11,1,-1.1,-6,0,0.1,-0.5,-1.7,0
CCOCCn1c(=NC(=O)CSCC(=O)N2CCOCC2)sc2cc(OC)ccc21,-1,-1.8,0,-31,-0.3,-1,-19,-3.0,-1.2,-2.6,-9
CC1CC(NC(=O)N(C)C)N(C)C(=O)N1 (stereo not given),-1,-2.3,-2,3,0.9,-2,2,-4.3,-1.2,-0.1,5
CC1CN(c2sc(S(C)(=O)=O)nc2S(=O)(=O)c2ccc(Cl)cc2)CC(C)O1 (stereo not given),2,1.3,-4,-3,1.4,-5,2,-0.3,-1.4,-0.6,-2
Cc1ccccc1N1CC(=O)N(c2ccccc2C)CC1=O,3,-1.5,6,3,2.5,-2,1,-2.4,-1.0,0.2,-3
COc1ccc(OC)c(CNC(=O)CCCc2cn(C)c3ccccc23)c1,-3,-1.7,-1,-2,-0.3,2,3,-1.5,-1.8,-1.1,-1
Cc1ccc(S(=O)(=O)N(C)c2ccc(OCC(=O)N3CCCCC3)cc2)cc1,0,-3.2,2,-6,0.5,-3,2,-0.8,-1.4,0.8,6
COc1ccc(C(=O)/C=C/Nc2ccc(S(=O)(=O)Nc3onc(C)c3C)cc2)cc1,4,4.0,2,-30,0.9,-2,-23,11*,1.2*,3.9*,5
CC(C)n1c(CSCc2ccc(Cl)cc2Cl)n[nH]c1=S,3,-1.0,-6,-3,-0.3,-5,-2,4.5,-0.6,-0.1,4
COCCCNC(=O)C[C@H]1C[C@@]2(C(=O)OC)C(=C[C@H](C3CCCC3)O[C@@H]2C)N(Cc2ccco2)C1=O,-1,-2.0,6,6,·,0,0,-0.1,-1.1,-0.6,-1
CC1=C(c2ccc(F)cc2)[N+](=O)C(C)(C)N1[O-],-2,1.0,0,-2,1.4,1,-1,-0.2,-1.6,0.2,-1
CC(=O)CC1N(S(=O)(=O)c2ccc(C)cc2)c2ccccc2N1S(=O)(=O)c1ccc(C)cc1,-4,0.8,0,5,·,-3,6,1.3,-0.1,1.5,6
O=C(O)/C=C/C(=O)NCCNc1ncc(C(F)(F)F)cc1Cl,0,-1.3,-2,1,2.6,1,-2,1.1,-1.4,0.1,-2
COc1cccc(C(=O)NCCS(=O)(=O)NCc2ccccn2)c1,-2,-1.5,3,2,2.6,-6,-1,-0.1,-1.0,1.1,1
CCOC(=O)N1CCN(C(=O)C2CCC(CNS(=O)(=O)c3ccc(Cl)cc3)CC2)CC1 (stereo not given),-1,-0.9,-3,-1,-1.4,-1,0,-0.6,-0.9,0.2,-3
CCOc1ccc(N(C(=O)/C=C/C(=O)Nc2cc(C)on2)C(C(=O)NC2CCCC2)c2ccccc2C)cc1 (stereo not given),0,2.0,0,-6,-0.5,-4,-1,0.5,-0.6,0.1,-1
Cc1cccnc1C(NC(=O)C1CCN(Cc2ccccc2)CC1)c1ccc(F)cc1 (stereo not given),-3,-1.7,-2,0,·,5,0,-1.3,-1.0,0.4,-4
C/C(=N/NC(=O)c1ccccc1O)c1ccc(N2C(=O)C3CCCCC3C2=O)cc1 (stereo not given),3,2.1,3,-20,2.0,-2,-14,7.1,0.2,1.4,2

# SMARCA2 activ: what is marked active above
canonical_smiles	SMARCA2 activ	hcDAF-12 act	NR1D1 modulator	PLC-beta3 inh	DAX1 inh-1	MBD2 inh	PLC-gamma1 inh	ssDAF12 agonist	DAX1 inh-2	ADAM17 inh
COc1ccc(Cl)cc1C(=O)NNC(=O)c1cccs1	12*	1.6	0	1	2.9	0	1	0.0	2.7	2

# Screens from PubChem.

# Outcome played no part in choosing rows. About 7.4% of those tested had a hit in this group.
